Screening results as filed in PubChem.
HCV core dimer = inhibitors of HCV core protein dimerization, primary screen, biochemical, TR-FRET, high-throughput. actives 0.33% (n = 300,000). inhibition, % at 5 µM. AID 1899, 2009. TR-FRET GST/Flag-core106 dimerization, 1536-well;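 active = inhibition above the mean of all tested compounds plus 3 SD, set per screening campaign, cut at about 45% in these data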
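Assay system – GST-tagged and Flag-tagged HCV core protein residues 1-106 · Quantity – core106 proteins, GST 13.5 nM and Flag 17 nM · Benchmarks – unlabelled core106 and no-GST-core106 wells · Read-out basis – percent inhibition of core106 dimerization signal · Detection – time-resolved FRET, ex 340 nm, em 617 and 671 nm · Schedule – 4 h at 22.5 °C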
CTSL1 counter = Fasciola hepatica cathepsin L1 inhibitors, primary screen, counter-screen for PFM18AAP inhibitor project, biochemical, QFRET, fluorogenic peptide substrate; recombinant F. hepatica cathepsin L1, Z-Leu-Arg-MCA fluorescence; inhibition, % at 5.96 µM; actives 0.49% (n = 300,000);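 active = inhibition above the mean of all tested compounds plus 3 SD, set per screening campaign, cut at about 17% in these data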;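 also: 0% = plate median of test compound wells and 100% = 1 µM Z-Phe-Ala-diazomethylketone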
PP5 primary = PP5 phosphatase inhibitors, primary screen, biochemical, fluorescence; Serine/threonine-protein phosphatase 5 (Homo sapiens), P53041; purified PP5c, OMFP substrate fluorescence; inhibition, % at 6.7 µM; actives 0.18% (n = 320,000); AID 1987, 2009;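 active = inhibition above the campaign's mean inhibition across all tested compounds plus 3 SD, cut at about 9.5% in these data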;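 also: 0% = DMSO only and 100% = 100 µM cantharidin control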
Target sequence (P53041 whole entry, looked up): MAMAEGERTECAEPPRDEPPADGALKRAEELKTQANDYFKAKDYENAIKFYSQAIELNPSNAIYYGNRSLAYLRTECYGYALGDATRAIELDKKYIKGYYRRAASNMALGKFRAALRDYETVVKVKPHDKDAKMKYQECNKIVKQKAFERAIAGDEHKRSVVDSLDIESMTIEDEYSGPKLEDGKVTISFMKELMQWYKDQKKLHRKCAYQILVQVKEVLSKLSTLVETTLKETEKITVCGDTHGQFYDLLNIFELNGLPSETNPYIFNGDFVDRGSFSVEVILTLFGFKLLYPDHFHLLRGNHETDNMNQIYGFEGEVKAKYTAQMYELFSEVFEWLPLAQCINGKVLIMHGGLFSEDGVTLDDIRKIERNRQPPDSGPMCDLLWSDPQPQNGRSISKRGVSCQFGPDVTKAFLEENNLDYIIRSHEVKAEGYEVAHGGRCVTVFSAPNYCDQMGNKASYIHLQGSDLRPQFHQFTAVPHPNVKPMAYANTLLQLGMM
PP1 counter = PP1-alpha phosphatase inhibitors, primary screen, counter-screen for PP5 inhibitor project, biochemical, fluorescence, OMFP substrate, single point; actives 0.9% (n = 320,000); purified PP1alpha; AID 2235, 2010; inhibition, % at 6.7 µM; Serine/threonine-protein phosphatase PP1-alpha catalytic subunit (Homo sapiens), P62136;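 active = inhibition above the mean inhibition of all tested compounds plus 3 SD, computed separately for each screening campaign, cut at about 15% in these data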
Target sequence (P62136 whole entry, looked up): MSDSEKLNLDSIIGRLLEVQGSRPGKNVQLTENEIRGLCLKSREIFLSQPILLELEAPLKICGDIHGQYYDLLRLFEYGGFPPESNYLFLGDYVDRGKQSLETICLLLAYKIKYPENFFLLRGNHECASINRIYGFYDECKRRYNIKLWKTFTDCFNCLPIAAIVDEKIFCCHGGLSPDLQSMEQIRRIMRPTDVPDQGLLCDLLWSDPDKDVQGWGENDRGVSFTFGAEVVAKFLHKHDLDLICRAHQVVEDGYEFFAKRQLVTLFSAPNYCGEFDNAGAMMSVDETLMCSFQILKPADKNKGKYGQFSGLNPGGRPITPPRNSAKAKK
JMJD2C inh = inhibitors of GASC-1 histone demethylase, primary screen, biochemical, fluorescence, DELFIA europium; GST-JMJD2C(1-420) H3K9me3 demethylation; AID 2099, 2009; actives 0.069% (n = 330,000); Lysine-specific demethylase 4C (Homo sapiens), Q9H3R0; inhibition, % at 2.35 µM;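 active = more than half of a compound's replicate wells show inhibition beyond 50%, single wells judged on their own value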;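 also: signal counts dimethyl H3K9 product captured on neutravidin plate; 0% = median of DMSO wells and 100% = 0.3 times that DMSO median; strong numbers were not always called active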
Efflux pump inh = inhibitors of Candida efflux pumps in yeast, primary screen, S. cerevisiae, Nile Red, multiplex. S. cerevisiae Candida pump triplex. inhibition, % at 10 µM. actives 0.44% (n = 330,000);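 active = plate passing quality check with inhibition over a set limit, or well fluorescence over plate mean plus 4 SD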;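 also: Nile Red retained in pooled yeast measured as flow cytometry median fluorescence; 0% = buffer negative control and 100% = Enniatin B positive control; higher means more Nile Red kept so more efflux inhibition; some compounds called inactive have numbers as strong as hits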
proCasp7 act = procaspase-7 activators, primary screen, counter-screen for procaspase-3 activator project, biochemical, absorbance, HTS, human; Caspase-7 (Homo sapiens), P55210; recombinant procaspase-7, Ac-DEVD-pNA absorbance 405 nm; D23A/D198A/D206A triple mutant, cannot self-cleave; scale: DMSO 0, 5 µM enzyme 100; activation, % at 8.5 µM; actives 0.093% (n = 330,000);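 active = percent activation above the screen-wide mean plus 3 SD, cut at about 25% in these data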
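buffer or medium = Zinc-free HEPES/NaCl buffer, pH 7.4 | material = Procaspase-7 triple mutant (PC-7 D3A) | input = 2 µM procaspase-7 mutant as dispensed | signal = Epi-absorbance of released pNA at 405 nm, two timepoints | timing = 1 h preincubation, 2 h reaction | replicates = singlicate compound testing | evaluation = % activation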
TPT1 inhibitor = Candida albicans TPT1 enzyme inhibitors, primary screen, biochemical, fluorescence polarization; tRNA 2'-phosphotransferase TPT1 (Candida albicans SC5314); recombinant caTPT1, FP RNA substrate dephosphorylation; inhibition, % at 5 µM; actives 0.81% (n = 300,000);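 active = inhibition above the mean of all tested compounds plus 3 SD, set per screening campaign, cut at about 24% in these data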;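 also: plate controls were DMSO alone for no effect and ferristatin control at 100 nM for full effect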
proCasp3 act = activators of human procaspase-3 D3A mutant, primary screen, biochemical, absorbance, PC-3 D3A mutant, single concentration; actives 0.11% (n = 330,000); recombinant procaspase-3 D3A, Ac-DEVD-pNA absorbance 405 nm; activation, % at 8.5 µM;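 active = activation above the mean of all tested compounds plus 3 SD, cut at about 21% in these data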;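 also: 0% = DMSO alone and 100% = DMSO wells spiked with extra 5 µM PC-3 D3A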
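Evaluation: percent activation relative to control range; Material: Procaspase-3 D3A mutant, all three cleavage aspartates alanine; Compound: single dose, 8.5 µM nominal compound, 0.8% DMSO; Replication: one well per compound; Signal: absorbance at 405 nm, 0 and 120 min; Schedule: 1 h preincubation plus 2 h reaction at 25 °C.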
An asterisk follows results filed as active; . = not tested or not shown; & = joins results of further samples.

SMILES	HCV core dimer	CTSL1 counter	PP5 primary	PP1 counter	JMJD2C inh	Efflux pump inh	proCasp7 act	TPT1 inhibitor	proCasp3 act
Cc1ccc(S(=O)(=O)N2[C@@H](c3cccc(Cl)c3)C(C(=O)O)=CC[C@H]2c2ccc(Cl)cc2)cc1	27	4	1.8	19*	.	0.1	-9	0	0
N#CCCN1CCCc2cc(N=Nc3ccc(C(F)(F)F)cc3)ccc21	-6	3	3.7	-1	-7	0.0	-13	5	-18
Cc1noc(C)c1COc1ccc(C(=O)N2CCN(c3ccccc3F)CC2)cc1	4	3	-1.6	0	1	0.1	2	-2	4
Cc1cc2cc(CNC(=O)Cc3ccc([N+](=O)[O-])cc3)ccc2[nH]1	11	-1	-0.4	0	1	0.1	0	-4	0
COc1ccccc1CNC(=O)CSc1ccc(C)cc1	-1	3	-0.6	1	7	0.4	2	4	9
CC(C)c1nc(SCC(=O)Nc2c[nH]c(=O)[nH]c2=O)c2cnn(-c3ccccc3)c2n1	13	-3	1.1	2	-2	-0.1	-4	1	-4
C=CCn1c(=NC(=O)c2ccc(S(=O)(=O)N3CCc4ccccc4C3)cc2)sc2cc(S(N)(=O)=O)ccc21	27	0	-0.7	2	3	-0.3	0	1	-1
COc1cc2[nH]c(=S)nc(NCc3cccc(Cl)c3)c2cc1OC	18	-7	4.5	4	-6	0.0	8	2	1
COC(=O)[C@@]1(Cc2ccc(F)cc2)[C@H]2c3cc(C(=O)N(C)C)n(Cc4ccc(OC(F)(F)F)cc4)c3C[C@H]2CN1C(=O)c1ccccc1	1	3	6.9	2	7	.	-12	-1	-8
Cc1cc(NC(=O)c2ccc(COc3ccc(Cl)c(C)c3)o2)no1	-3	2	2.2	-1	1	-0.1	-8	-2	2
CC(C(=O)O)N1C(=O)C2C3c4ccccc4C(c4ccccc43)[C@@H]2C1=O (stereo partly specified)	2	-5	0.1	0	-10	0.1	5	-2	-4
CC(=O)N1N=C(c2cccc([N+](=O)[O-])c2)OC1c1ccc(Cl)cc1Cl (stereo unspecified)	14	-8	0.9	-1	2	0.1	11	-3	4
COC(=O)C1CCN(C(=O)COC(=O)[C@@H]2CC(O)CN2S(=O)(=O)c2ccc3c(c2)OCCO3)CC1 (stereo partly specified)	7	-11	0.6	-4	2	-0.1	-8	-2	-4
COc1ccc(C(=O)NC2CC(C)(C)Cc3c2cnn3-c2ccccc2)cc1OC (stereo unspecified)	0	-3	1.1	1	6	-0.1	-8	0	-3
COc1ccccc1S(=O)(=O)N1CCN(S(=O)(=O)c2ccccc2C#N)CC1	2	-1	0.2	-2	17	-0.1	-1	-1	5
COCc1ccc(C(=O)NCC2(N3CCCCC3)CCCCC2)cc1	-1	1	2.5	-4	-10	0.1	1	1	-4
Cc1oc(-c2ccc(Cl)cc2)nc1CN1CCCC(C(=O)NCc2ccccn2)C1 (stereo unspecified)	4	-3	1.0	3	0	0.1	0	2	5
CNS(=O)(=O)c1cccc(C(=O)OCC(=O)Nc2sc3c(c2C#N)CCCCC3)c1	0	4	2.1	-3	0	-0.1	-12	-3	-3
Cc1ccc(S(=O)(=O)C2(C(=O)N3CCCCCC3)CC2)cc1	-2	-2	-2.4	2	-20	-0.3	2	-3	-1
O=C(NCc1ccccn1)C1CC(=O)N(C2CCCC2)C1 (stereo unspecified)	-1	-2	2.5	7	6	0.2	7	0	14
FC(F)Oc1ccc(-c2csc(NNC3=NCCCCC3)n2)cc1	-7	-1	4.4	1	-1	0.5	-17	0	-26
COCCNC(=S)N1CCCN(c2nc3cc(C)ccc3cc2C#N)CC1	1	6	1.2	0	2	-0.1	-5	-2	-6
COCC(C)n1c(C)cc(C(=O)CN2c3cccc4cccc(c34)S2(=O)=O)c1C (stereo unspecified)	.	.	0.1	-3	5	0.0	-1	.	1
Cc1ccc(S(=O)(=O)NC2(C(F)(F)F)C(=O)Nc3c2c(=O)n(C)c(=O)n3C)cc1 (stereo unspecified)	-8	1	-3.2	-3	.	0.0	5	-4	3
CCCC(=O)C1=C(O)C(C(=O)OC)C(C)(C)CC1=NCCc1ccc(OC)c(OC)c1 (stereo unspecified)	3	-8	-2.2	-4	-2	0.2	-5	0	-1
The results go on:
SMILES	HCV core dimer	CTSL1 counter	PP5 primary	PP1 counter	JMJD2C inh	Efflux pump inh	proCasp7 act	TPT1 inhibitor	proCasp3 act
Cc1ccc(OCCn2ccnc2)c(C)c1	-11	3	2.5	-4	-7	0.0	12	-9	5
CC(C)c1ccc(NC(=O)COC(=O)c2c[nH]c(=O)[nH]c2=O)cc1	-11	1	3.8	-2	-1	-0.1	-8	-1	-3
Cc1cc(C)nc(NC2=NCC(=O)N2c2ccc3c(c2)OCCO3)n1	-6	2	-1.0	-1	0	0.0	8	-5	2
COc1ccc(/C=N/NC(=O)c2ccc(=O)[nH]n2)cc1OC	3	1	-0.7	-1	-8	-0.3	-4	0	4
CCOc1ccc(CCNS(=O)(=O)c2cccc3nsnc23)cc1OCC	-5	0	-0.7	-3	-2	0.1	6	-1	5
CC(C)CN(C(=O)CN1CCc2ccccc21)c1c(N)n(CC(C)C)c(=O)[nH]c1=O	-1	0	-2.1	0	-7	0.2	2	4	-5
Nc1ccc2c(c1)OCCOCCOCCOCCOCCO2	-2	0	1.1	-4	-2	0.0	-1	-1	3
CCc1cc2c(=O)c(-c3nc4ccccc4n3C)c(C(C)C)oc2c(CN2CCN(C)CC2)c1O	0	1	8.8	2	11	0.0	-1	2	3
CC1(C)CC(=O)C2=C(C1)N(N1CCOCC1)C(N)=C(C#N)C2c1cccs1 (stereo unspecified)	-4	-2	2.0	-1	12	0.1	8	0	1
CCCCCCCN1CCC(=O)N([C@H](CO)CC(C)C)CC1	-17	8	-8.7	8	3	0.0	-9	-1	12
COc1ccc(-c2noc(CCCC(=O)NCC3CCCO3)n2)cc1 (stereo unspecified)	-6	6	0.0	2	1	-0.1	-1	-2	1
CCOC(=O)Cc1csc(NS(=O)(=O)c2ccc(SC)cc2)n1	2	3	0.4	-4	-3	0.2	9	5	-4
COCc1cc(C)n(CC(=O)NCc2ccccc2)c(=O)c1C#N	-8	-2	0.0	0	-3	-0.1	2	-3	0
COc1ccc(NC(=O)C(CC(C)C)NC(=O)C2CCC(C)CC2)cc1 (stereo unspecified)	-6	3	3.0	2	-3	0.3	-7	-1	-5
COc1ccc(Cl)cc1C(=O)NNC(=O)CSc1nncn1C	.	.	.	.	-6	0.1	4	.	10
CCOC(=O)C1CCN(S(=O)(=O)c2cc3c(cc2C)NC(=O)CO3)CC1	-4	0	4.4	-2	-13	0.0	-4	1	3
COc1ccc(N2C(=O)C(Cl)=C(Nc3ccc(OC)cc3OC)C2=O)cc1	-3	2	2.0	-3	-34	0.1	-18	1	-15
COc1ccc(-c2csc(N(CCCN(C)C)C(=O)c3cccs3)n2)cc1	-2	0	-0.2	-1	-12&-7	-0.2	10	-2	-4
COc1ccc(N2CCN(C(=S)NCc3ccccc3)CC2)cc1	-7	-5	1.0	-3	-3	0.0	4	2	6
CC(C)(C)OC(=O)NCCc1nnc(SCC(=O)Nc2ccc(Br)cc2)o1	2	0	0.6	0	3	0.1	5	1	5
O=C(N/N=C\c1ccccc1OCc1ccccc1)c1ccco1	6	0	3.8	0	4	0.1	-1	-3	-1
CCCc1ccc(-c2cc(C(=O)N/N=C/c3ccc([N+](=O)[O-])o3)c3ccccc3n2)cc1	26	3	-0.1	17*	4	0.0	-1	5	-3
COc1ccccc1Cn1c(=S)[nH]c2cc(C(=O)N3CCN(c4ccccc4OC)CC3)ccc2c1=O	5	3	0.9	-1	-10	0.1	11	3	-1
O=C(COc1ccc(Cl)cc1Cl)NC(=O)N1CCOCC1	-6	-4	0.0	-4	5	-0.1	-4	1	-1
Cc1ccc2c(c1)c1n[nH]c(=S)nc1n2CCc1ccccc1	3	7	1.2	-2	1	0.1	-17	-3	-1
The results go on:
SMILES	HCV core dimer	CTSL1 counter	PP5 primary	PP1 counter	JMJD2C inh	Efflux pump inh	proCasp7 act	TPT1 inhibitor	proCasp3 act
Cc1cc(C(=O)COC(=O)c2ccc[nH]c2=O)c(C)n1-c1ccc(Br)cc1	19	4	2.8	18*	4	-0.1	4	-1	5
CN(Cc1cnccn1)C(=O)CC1C(=O)NCCN1Cc1cccc(Oc2ccccc2)c1 (stereo unspecified)	0	1	1.7	0	-2	-0.1	5	2	3
CCOc1ccc(C(=O)Nc2ccccc2N2CCN(C(=O)c3ccccc3)CC2)cc1[N+](=O)[O-]	19	1	7.0	4	2	0.7	-2	-1	2
O=C(NCCc1ccc(F)cc1)c1ccc(NS(=O)(=O)c2ccc3[nH]c(=O)[nH]c3c2)cc1	-1	-4	-0.9	-6	-4	-0.1	4	-2	13
O=C1c2ccccc2NC(c2cccc(O)c2)N1NS(=O)(=O)c1ccccc1 (stereo unspecified)	6	-1	-1.6	-1	-20	-0.2	-5	-4	-4
CC1(NC(=O)CCc2nc3sc4c(c3c(=O)[nH]2)CCCC4)CCS(=O)(=O)C1 (stereo unspecified)	22	-6	10*	-22	-7	0.3	-1	17	10
CC(=O)N1CCN(c2ccc(NC(=O)c3cccc(Cl)c3)cc2)CC1	6	5	2.4	1	-6	0.0	4	2	-9
O=C(Nc1cccc(O)c1)c1ccc(C(=O)c2ccccc2)o1	9	-4	0.7	-5	-17	-0.2	0	3	-8
CCC1=C(OC(=O)N(CC)CC)N2C(=O)OC(=NCCc3c[nH]c4ccccc34)[C@]2(Cc2ccccc2)[C@H]2C1=CC[C@H]1C(=O)N(CC)C(=O)[C@H]12	1	7	-3.5	-8	-5	39*	-9	1	-2
COc1ccc(NCc2nnc(SCC(=O)NCc3ccco3)n2-c2ccccc2OC)cc1	1	-4	1.4	-2	-3	-0.1	6	-1	6
